# Screening results: PubChem, NMMLSC
# VLA-4 inh – inhibition in human VLA-4 binding assay, primary screen, VLA-4 allosteric modulator project, MLPCN library, flow cytometry, VLA-4 expressing cells. Integrin alpha-4 (Homo sapiens), P13612. ligand binding flow cytometry. inhibition, % (about 7 µM as worked out from the volumes in the protocol). 0.2% of 330,000 active; in the data active = inhibition above about 50%
# Target sequence (P13612 whole entry, looked up): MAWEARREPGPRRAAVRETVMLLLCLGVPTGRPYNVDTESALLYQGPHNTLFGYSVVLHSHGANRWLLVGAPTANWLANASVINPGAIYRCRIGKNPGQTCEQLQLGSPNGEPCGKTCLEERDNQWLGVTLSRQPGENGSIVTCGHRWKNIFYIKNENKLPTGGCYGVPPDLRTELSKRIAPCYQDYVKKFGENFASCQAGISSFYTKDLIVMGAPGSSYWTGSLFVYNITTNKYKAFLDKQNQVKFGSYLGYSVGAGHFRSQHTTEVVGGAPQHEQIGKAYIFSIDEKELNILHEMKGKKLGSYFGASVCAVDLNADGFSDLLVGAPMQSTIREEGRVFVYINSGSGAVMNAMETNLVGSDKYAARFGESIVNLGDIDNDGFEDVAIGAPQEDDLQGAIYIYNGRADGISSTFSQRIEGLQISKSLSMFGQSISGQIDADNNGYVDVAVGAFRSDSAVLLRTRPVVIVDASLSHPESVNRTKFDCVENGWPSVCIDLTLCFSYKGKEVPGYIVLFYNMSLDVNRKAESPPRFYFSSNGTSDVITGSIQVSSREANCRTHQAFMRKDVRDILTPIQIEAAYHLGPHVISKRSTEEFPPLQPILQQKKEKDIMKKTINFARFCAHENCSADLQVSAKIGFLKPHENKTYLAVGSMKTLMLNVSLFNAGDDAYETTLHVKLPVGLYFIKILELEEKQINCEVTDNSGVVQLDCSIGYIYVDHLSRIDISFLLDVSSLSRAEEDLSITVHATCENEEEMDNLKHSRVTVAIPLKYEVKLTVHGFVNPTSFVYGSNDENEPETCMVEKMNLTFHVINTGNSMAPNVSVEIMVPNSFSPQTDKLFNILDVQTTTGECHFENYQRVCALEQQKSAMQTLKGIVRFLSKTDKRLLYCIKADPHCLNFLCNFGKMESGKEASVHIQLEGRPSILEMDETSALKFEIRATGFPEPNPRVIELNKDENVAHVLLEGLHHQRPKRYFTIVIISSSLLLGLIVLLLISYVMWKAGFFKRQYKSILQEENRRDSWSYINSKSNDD
# GRK2 aptamer HTS – compounds blocking aptamer binding on GRK2 – biochemical, human GRK2, bead flow cytometry, HTS, primary screen. inhibition of aptamer binding, % at 10 µM. AID 488847, 2010. Beta-adrenergic receptor kinase 1 (Homo sapiens), P25098. 0.59% of 330,000 active. FAM-aptamer displacement from GRK2;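 active = inhibition of aptamer binding above 40%, roughly 3 SD of noise, on plates passing a quality check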;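 also: median bead fluorescence of bound FAM aptamer so fluorescent compounds give negative values; no value below 0 was filed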
# CR mimetic SO – reduction of superoxide in aged yeast, primary screen, HTS | S. cerevisiae aged cells, superoxide DHE fluorescence; hits give low values | superoxide response (% of plate mean), % at 10 µM | 0.18% of 330,000 active;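 active = superoxide response under a set limit, about three screen SD below normal, cut at about 65% in these data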;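 also: yeast aged for seven days with compound at 30 °C before DHE staining; 100% = average MFI of all compound-treated wells on the plate with controls excluded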
# CIT2 TOR yeast – modulators of CIT2-GFP expression in yeast, primary screen, S. cerevisiae, GFP fusion, multiplex flow cytometry, MLPCN library | S. cerevisiae CIT2-GFP strain, 3 h; 100 means same as DMSO wells | GFP response vs DMSO, % at 10 µM | 0.065% of 320,000 active | AID 2029, 2009;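 active = GFP response relative to DMSO above a set limit, near the screen mean plus 3 SD, cut at about 150% in these data; inconclusive = Fewer than 70 cells measured for a yeast strain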;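 also: ratio of well median GFP fluorescence to mean of DMSO wells on the plate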
# MEP2 TOR yeast – modulators of MEP2-GFP levels in yeast, primary screen, S. cerevisiae, multiplex flow cytometry, MLPCN library; S. cerevisiae MEP2-GFP strain, 3 h; 100% = DMSO control level; GFP response vs DMSO, % at 10 µM; 0.51% of 330,000 active; AID 2016, 2009;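 active = GFP response versus DMSO above a set limit, roughly screen mean plus 3 SD, cut at about 180% in these data; inconclusive = fewer than 70 cells counted for a yeast strain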;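 also: median GFP fluorescence of the barcode-gated MEP2-GFP cells per well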
# RPL19A-GFP yeast – RPL19A-GFP expression modulators in yeast, primary screen, cell-based, S. cerevisiae, multiplex flow cytometry, MLPCN | S. cerevisiae RPL19A-GFP strain, 3 h; hits give low values | percent response vs DMSO, % at 10 µM | 0.3% of 330,000 active;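 active = percent response vs DMSO below 50%; inconclusive = fewer than 70 events counted for the yeast strain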;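 also: median channel GFP fluorescence of the barcoded RPL19A-GFP strain; ratio of sample median GFP to plate DMSO average so 100% = DMSO; lower means less RPL19A-GFP as with rapamycin TOR inhibition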
# AGP1 TOR yeast – modulators of AGP1-GFP expression in yeast TOR pathway, primary screen, cell-based, multiplex flow cytometry, S. cerevisiae, MLPCN library; 3 h; GFP as percent of DMSO wells; GFP response vs DMSO, % at 10 µM; 0.02% of 320,000 active;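 active = GFP response relative to DMSO above a set limit, near screen average plus 3 SD, cut at about 150% in these data; inconclusive = fewer than 70 cells counted for the yeast strain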;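 also: median GFP channel fluorescence of the gated AGP1 strain per well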
# LAP4 TOR yeast – modulators of LAP4-GFP expression in yeast, primary screen, S. cerevisiae, multiplex flow cytometry, MLPCN library | 3 h; median GFP as percent of DMSO wells | GFP response vs DMSO, % at 10 µM | 0.34% of 320,000 active | AID 2023, 2009;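 active = GFP response vs DMSO above a set limit, about the screen mean plus 3 SD, cut at about 150% in these data; inconclusive = under 70 cell events counted for the yeast strain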
# An asterisk follows results filed as active; i = inactive; ? = inconclusive; / = no result given; & = joins results of further samples; [ ] = another dose, or the depositor's remark.
SMILES,VLA-4 inh,GRK2 aptamer HTS,CR mimetic SO,CIT2 TOR yeast,MEP2 TOR yeast,RPL19A-GFP yeast,AGP1 TOR yeast,LAP4 TOR yeast
CC(=O)c1c(C)nc(-c2ccc3c(c2)OCO3)n1O,-10,0,101,109,105,101,102,107
CCCNC(=O)C1CC(c2ccccc2[N+](=O)[O-])=NO1 (stereo not drawn),18,0,103,100,107,102,105,103
CCOC(=O)c1c(NC(=O)CSc2ncnc3[nH]ncc23)sc2c1CCC(C)C2 (stereo not drawn),24,0,130,95,98,88,90,103
O=C(NCc1ccc(Cl)cc1)c1ccc(Cl)cc1[N+](=O)[O-],15,0,95,90,98,97,95,101
O=Cc1cn(-c2ccccc2)nc1-c1ccncc1,2,2,89,98,92,99,91,96
Cc1nn(S(=O)(=O)c2ccc(F)cc2)c(C)c1S(=O)(=O)N1CCOCC1,-2,2,86,110,96,100,106,104
CN(Cc1ccccc1)C(=O)C1CCCN1S(=O)(=O)c1ccc(Cl)cc1 (stereo not drawn),4,0,76,89,93,93,95,90
COc1cc(C(Nc2ccccn2)c2c(NC(=O)c3ccco3)sc(C)c2C)cc(OC)c1OC (stereo not drawn),2,3,88,101,99,101,101,91
COc1cc(/C=N/NC(=O)CCC(=O)Nc2ccc(F)cc2)ccc1O,7,3,100,114,105,111,103,72
CCCCn1c(N)c(N(CC(C)C)C(=O)CSC(C)C(=O)Nc2cc(C)on2)c(=O)[nH]c1=O (stereo not drawn),0,1,97,113,104,106,111,111
CCCCC(C)n1[nH]c(=O)c2c(C)cc(C)nc21 (stereo not drawn),2,0,114,98,98,100,100,103
CCOC(=O)CN1CC23C=CC(O2)C(C(=O)Nc2ccc(F)cc2)C3C1=O (stereo not drawn),-2,0,105,83,93,98,98,91
Cc1ccn2c(/C=N/OCc3ccc(F)cc3)c(-c3ccc(Cl)cc3)nc2c1,28,1,111,100,103,107,108,107
CCOc1cc(C)c(Cl)cc1S(=O)(=O)NCC1CCCO1 (stereo not drawn),1,3,103,107,106,103,106,99
Cc1occc1C(=O)NNC(=O)c1ccccc1F,7,7,104,93,98,103,87,80
O=C(NCC1CCN(Cc2cccc(Cl)c2)CC1)Nc1ccccc1Cl,15,0,99,100,111,105,100,105
CC(C)(C)c1nc2c(Br)cc(Br)cc2c(=O)o1,6,0,99,93,98,90,86,85
C=C1C[C@]23C[C@@]1(O)CC[C@H]2[C@@]12C=C[C@H](O)[C@@](C)(C(=O)O1)[C@H]2[C@@H]3C(=O)O,16&6,0&0,104&93,77&95,99&107,98&104,84&107,101&106
Nc1ccccc1C(=O)NCCN1CCNC1=O,5,0,116,98,102,99,105,112
CC(C)N=C(NS(=O)(=O)c1ccc(Br)cc1)c1ccc(Cl)cc1,21,0,103,95,90,93,97,97
COCCCNC(=O)Cc1ccccc1OC,11,6,100,102,110,99,/,105
Cc1[nH]c2ccccc2c1C(c1ccncc1)N1CCN(c2ccccn2)CC1 (stereo not drawn),11,0,103,94,94,100,98,102
CC(=O)C1C(c2ccc(Cl)cc2)NC(=O)NC1(O)C(F)(F)F (stereo not drawn),22,0,107,92,102,99,100,92
CCN(CC(=O)NCc1cccs1)c1nnnn1-c1ccccc1,3,0,88,86,118,96,112,99
CC(Sc1nc2ccccc2c(=O)n1CC1CCCO1)C(=O)N(C)c1ccccc1 (stereo not drawn),-7,0,97,100,108,102,101,111
O=C1C2C3C=CC(C3)C2C(=O)N1CCN1CCN(S(=O)(=O)c2ccc3ccccc3c2)CC1 (stereo not drawn),5,0,97,96,111,96,98,/
COc1ccccc1-c1cc(C(F)(F)F)nc(S(=O)(=O)CCCC(=O)N2CCCCC2C)n1 (stereo not drawn),50*,10,85,/,101,102,104,93
O=C(COC(=O)/C=C/c1cccc(Cl)c1)Nc1ccccc1-c1ccccc1,-7,3,111,100,93,98,99,102
CCOC(=O)c1cc(-c2ccccc2)sc1NC(=O)C(C)Sc1nnnn1C (stereo not drawn),-1,0,111,88,98,98,95,106
Cc1cc(C(=O)N(NC(=O)C(C)C)c2ccccc2)cs1,7,2,105,103,98,101,105,108
Cc1ccc(S(=O)(=O)Oc2ccc(/C=C(/NC(=O)c3ccccc3)C(=O)NCCCC(=O)O)cc2)cc1,31,0,95,95,103,99,97,97
COc1ccc(-n2c(SCC(=O)N(C)C3CCS(=O)(=O)C3)nc3ccc(O)cc3c2=O)cc1OC (stereo not drawn),3,5,95,99,102,99,105,105
CS(=O)(=O)N(CC(=O)NCCSCc1c(F)cccc1Cl)c1cccc([N+](=O)[O-])c1,-9,0,107,85,106,93,94,121
O=c1[nH]c(Nc2ccccc2)cc2ccccc12,-30,34,186,112,99,100,96,88
COc1ccc(Cl)cc1NC(=O)CSC1=NN2CCCC(=O)N=C2S1,11,0,93,102,105,103,108,108
CCOC(=O)c1[nH]ncc1CN1CCCC(C(=O)c2ccc(C(C)(C)C)cc2)C1 (stereo not drawn),4,3,79,112,102,101,103,97
O=C(O)c1oc2ccccc2c1-n1cccc1,9,0,100,103,112,108,110,107
COc1ccc(N2CCN(S(=O)(=O)CCNC(=O)COc3ccccc3C)CC2)cc1,2,0,88,98,96,99,104,116
CCn1c(SC(C)C)nnc1C1CCN(S(=O)(=O)c2ccc(OC)cc2)CC1,-10,0,95,96,105,93,/,104
C/C(=N\N1CCCCC1)c1ccccc1O,3,0,92,107,107,103,103,86
O=C1NCC(COCC2CC=CCC2)O1 (stereo not drawn),9,1,79,93,102,96,92,96
Cc1onc(-c2c(Cl)cccc2Cl)c1C(=O)NC1C(=O)N2C1SC(C)(C)C2C(=O)O (stereo not drawn),18,5,95,108,99,96,99,98
Cc1ccc(C(=O)c2cc([N+](=O)[O-])ccc2N2CCOCC2)c(C)c1,26,0,100,93,109,100,108,96
Oc1ccccc1N1CCN(c2nc(-c3cccs3)nc3ccccc23)CC1,-2,2,96,65,94,95,95,91
CC1CCC(NC(=O)CCS(=O)(=O)c2ccc3c(c2)NC(=O)CO3)CC1 (stereo not drawn),-3,0,91,104,98,98,107,104
C=C(C)Cn1cnc2c(oc3nc4c(cc32)CCCC4)c1=O,11,3,102,91,102,93,105,114
CCN1/C(=C/C=C/c2sc3ccccc3[n+]2CC)Sc2ccccc21,/,100*,98,72,103,87,93,160*
Cc1ccc(C(=O)Nc2cccc(-c3cnc4ccccc4n3)c2)cc1,10,0,86,94,102,95,99,95
CCOC(=O)c1c(CN2CCCCC2)n(C)c2cc(Br)c(O)cc12,7,7,122,96,101,97,93,100
COc1ccc(Cl)cc1NC(=O)CN(C)C(=O)CCC(=O)c1cc(C)sc1C,-9,1,102,82,93,89,85,94
O=c1c2ccccc2nc2c3ccccc3c(NCc3ccco3)nn12,5,0,96,96,98,99,103,99
COc1ccc(OC)c(NC(=O)CCCSc2ccccc2)c1,0,0,108,93,103,99,97,100
COc1ccc2oc(C(=O)CCC(=O)O)c(N)c2c1,1,0,87,104,109,98,101,108
COc1ccc(OC)c(-c2csc(NC(=O)Cc3cc(OC)c(OC)c(OC)c3)n2)c1,-14,0,101,94,101,101,103,115
COc1ccc(S(=O)(=O)N(CC(=O)N2CCCCCC2)c2ccccc2OC)cc1,10,1,99,101,105,100,103,102
Cn1c(-c2ccc(-c3ccccc3)cc2)c[nH]c1=S,-7,0,123,72,95,88,75,105
CCOC(=O)N1CCN(C(=O)CCS(=O)(=O)c2ccc(Br)s2)CC1,0,2,106,93,99,95,92,97
CCCOc1ccc(NC(=O)c2c(-c3ccccc3)noc2C)cc1,-8,6,92,104,94,103,106,95
Cc1cc(NC(=O)CCC(=O)N(c2ccccc2)C(C(=O)NC2CCCCC2)c2cccs2)no1 (stereo not drawn),-13,1,104,104,102,96,96,99
CCN(CC)S(=O)(=O)c1ccc(N2CCOCC2)c(NS(=O)(=O)c2cccs2)c1,-14,2,122,97,95,96,98,95
# (list continues)
SMILES,VLA-4 inh,GRK2 aptamer HTS,CR mimetic SO,CIT2 TOR yeast,MEP2 TOR yeast,RPL19A-GFP yeast,AGP1 TOR yeast,LAP4 TOR yeast
CN(c1ccccc1C(=O)Nc1ccccc1-c1ccccc1)S(C)(=O)=O,0,1,99,102,104,102,102,94
Cn1cnc2c(N3CCCCC3)nccc21,8,0,104,95,104,93,102,97
CCCOc1ccc(N/C=C/C(=O)C(C)(C)C)cc1,2,0,103,104,107,99,92,89
COc1ccc(-c2nc(CS(=O)CC(=O)NCc3cccnc3)c(C)o2)cc1OC (stereo not drawn),-3,0,83,105,100,98,106,101
CCOC(=O)C1(C)Oc2cccnc2NC1=O (stereo not drawn),13,5,93,97,100,93,92,107
Cc1cc2cc(CN(Cc3ccc4c(c3)OCO4)C(=O)c3ccco3)c(=O)[nH]c2cc1C,1,0,140,103,95,97,92,95
CN(CC(=O)Nc1ccc(F)cc1)C(=O)COC(=O)CNC(=O)c1sc2ccccc2c1Cl,14,1,106,95,101,98,101,103
Cc1nn(-c2ccc(Cl)cc2)c2sc(C(=O)c3c(N)n(C)c(=O)n(C)c3=O)cc12,28,0,97,104,105,103,104,106
O=C(Nc1ccc2oc(-c3cccc4ccccc34)nc2c1)c1ncn[nH]1,-3,1,113,106[may fluoresce red],83[may fluoresce red],?,88[may fluoresce red],?
Cc1ccc(C)c(N2N=C(C(=O)Nc3cccnc3)CCC2=O)c1,-8,2,108,91,93,95,95,94
N#C/C(C(=O)NCc1ccccc1)=C1/N=C(NC(=O)c2cccs2)c2ccccc21,-30,8,99,91,102,103,98,104
CC(=O)[C@]1(O)Cc2c(O)c3c(c(O)c2[C@@H](O[C@H]2C[C@H](N)[C@H](O)[C@H](C)O2)C1)C(=O)c1ccccc1C3=O,i,0,111,91,119,107,89,152*
CN(C)S(=O)(=O)c1ccc(NC=C(C#N)C#N)cc1,6,8,106,106,93,98,105,106
O=C(CN(C(=O)CCC(=O)Nc1nccs1)c1ccc(F)cc1)NCc1ccccc1,5,3,96,109,107,105,110,99
N#CCCN(C(=O)Nc1ccccc1)c1ccccc1,9,3,95,103,101,102,/,114
CC(C)CC(C(=O)Nc1cccc(O)c1)N1C(=O)c2ccccc2C1=O (stereo not drawn),1,0,83,115,120,101,104,100
CC(=O)Nc1ccc(-c2nnc(SCC(=O)c3ccc4c(c3)Cc3ccccc3-4)n2C)cc1,/,0,93,97,104,102,103,114
O=C(CCCc1ccccc1)Nc1cccc2c1CCCC2,3,2,90,102,105,104,106,111
CCOC(=O)c1cc(=O)[nH]c2ccccc12,-3,1,89,101,99,97,101,104
NC(=O)C1CCN(CC(=O)Nc2cc(Cl)ccc2Oc2ccccc2)CC1,1,0,97,99,102,98,100,104

# Among those listed so far, 4 contain a nitro group on carbon:
SMILES,VLA-4 inh,GRK2 aptamer HTS,CR mimetic SO,CIT2 TOR yeast,MEP2 TOR yeast,RPL19A-GFP yeast,AGP1 TOR yeast,LAP4 TOR yeast
CCCNC(=O)C1CC(c2ccccc2[N+](=O)[O-])=NO1 (stereo not drawn),18,0,103,100,107,102,105,103
O=C(NCc1ccc(Cl)cc1)c1ccc(Cl)cc1[N+](=O)[O-],15,0,95,90,98,97,95,101
CS(=O)(=O)N(CC(=O)NCCSCc1c(F)cccc1Cl)c1cccc([N+](=O)[O-])c1,-9,0,107,85,106,93,94,121
Cc1ccc(C(=O)c2cc([N+](=O)[O-])ccc2N2CCOCC2)c(C)c1,26,0,100,93,109,100,108,96
